Assay outcomes (PubChem BioAssay)
IDH1 R132H inh = IDH1 R132H (human) inhibition. AID 624101. IDH1 R132H reductase, diaphorase/resazurin fluorescence, 60 min. 70,000 compounds, 0.18% hits. inhibition, % at 10 µM. O75874; in the data active = inhibition above about 34%;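 note: 0% = DMSO and 100% = no enzyme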
EZH2 inh = inhibitors of human EZH2/PRC2 methyltransferase; inhibition, % at 12.5 µM; Q15910; PRC2 H3K27 methylation, DELFIA TRF, 1 h; 57,000 compounds, 0.35% hits; AID 651548;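 active = mean inhibition of replicates at least 50% and every single replicate also reaching 50%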;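 note: dimethyl H3K27 on biotinylated H3 21-44 peptide detected by antibody; plate controls were median neutral control wells for no effect and median positive control wells for full effect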
Target sequence (Q15910 whole entry, looked up): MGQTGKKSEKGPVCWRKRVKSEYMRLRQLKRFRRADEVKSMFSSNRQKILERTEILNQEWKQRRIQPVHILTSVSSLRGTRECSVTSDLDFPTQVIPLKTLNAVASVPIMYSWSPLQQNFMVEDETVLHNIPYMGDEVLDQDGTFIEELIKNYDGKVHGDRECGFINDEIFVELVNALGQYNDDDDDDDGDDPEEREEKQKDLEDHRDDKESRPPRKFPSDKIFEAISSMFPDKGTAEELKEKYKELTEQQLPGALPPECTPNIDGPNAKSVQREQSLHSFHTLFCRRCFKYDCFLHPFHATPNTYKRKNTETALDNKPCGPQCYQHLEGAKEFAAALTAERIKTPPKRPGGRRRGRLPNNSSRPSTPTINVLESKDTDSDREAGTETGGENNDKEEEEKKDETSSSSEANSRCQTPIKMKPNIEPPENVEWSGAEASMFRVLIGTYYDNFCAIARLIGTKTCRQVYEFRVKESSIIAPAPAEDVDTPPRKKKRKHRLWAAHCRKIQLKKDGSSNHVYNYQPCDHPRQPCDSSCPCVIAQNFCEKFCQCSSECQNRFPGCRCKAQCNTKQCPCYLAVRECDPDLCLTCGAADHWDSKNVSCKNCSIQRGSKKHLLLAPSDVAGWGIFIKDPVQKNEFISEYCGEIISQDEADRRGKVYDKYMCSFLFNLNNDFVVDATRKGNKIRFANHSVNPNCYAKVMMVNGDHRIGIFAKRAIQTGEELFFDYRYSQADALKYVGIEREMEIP
The depositor's hits bear a star; x = no result given. Not all compounds are listed; rates above refer to the full screens.

Start of the listing, in advance:
SMILES | IDH1 R132H inh | EZH2 inh
C[C@H](CO)N1C[C@H](C)[C@H](CN(C)S(=O)(=O)c2ccc(C#N)cc2)Oc2ncc(-c3cccc(C(F)(F)F)c3)cc2C1=O | -1.8 | -8
CCO[C@@H]1OC(C(=O)NC2CC2)=C[C@H](c2ccc(C(F)(F)F)cc2)[C@H]1CCCO | x | -11
CO[C@H]1CC[C@@H]2CCOc3c(C#N)cccc3C(=O)N(C)[C@@H](C)C(=O)N(C)C[C@H]1O2 | -0.2 | -3
C[C@@H]1CN([C@H](C)CO)C(=O)CCCn2nncc2CO[C@H]1CN(C)S(=O)(=O)c1ccc(Oc2ccccc2)nc1 | 1.3 | x
COc1cccc(NC(=O)Nc2ccc3c(c2)C(=O)N(C)C[C@@H](OC)[C@@H](C)CN[C@@H](C)CO3)c1 | -0.5 | 5

Main list, from the start:
SMILES | IDH1 R132H inh | EZH2 inh
C[C@H](CO)N1C[C@H](C)[C@H](CN(C)S(=O)(=O)c2ccc(C#N)cc2)Oc2ncc(-c3cccc(C(F)(F)F)c3)cc2C1=O | -1.8 | -8
CCO[C@@H]1OC(C(=O)NC2CC2)=C[C@H](c2ccc(C(F)(F)F)cc2)[C@H]1CCCO | x | -11
CO[C@H]1CC[C@@H]2CCOc3c(C#N)cccc3C(=O)N(C)[C@@H](C)C(=O)N(C)C[C@H]1O2 | -0.2 | -3
C[C@@H]1CN([C@H](C)CO)C(=O)CCCn2nncc2CO[C@H]1CN(C)S(=O)(=O)c1ccc(Oc2ccccc2)nc1 | 1.3 | x
COc1cccc(NC(=O)Nc2ccc3c(c2)C(=O)N(C)C[C@@H](OC)[C@@H](C)CN[C@@H](C)CO3)c1 | -0.5 | 5
COc1ccc(NC(=O)Nc2ccc3c(c2)C(=O)N([C@@H](C)CO)C[C@@H](C)[C@H](CN(C)Cc2ccc(C(=O)O)cc2)OCCCC[C@@H](C)O3)cc1 | -11 | x
Cc1ccc(S(=O)(=O)N(C)C[C@H]2Oc3ccc(NC(=O)Cc4ccccc4)cc3CC(=O)N([C@H](C)CO)C[C@@H]2C)cc1 | 0.1 | -12
Cc1cc(C(=O)Nc2cccc3c2O[C@H](CN(C)S(=O)(=O)c2cccs2)[C@@H](C)CN([C@@H](C)CO)C3=O)n(C)n1 | 2.2 | x
O=C(N[C@H]1CC[C@H](CCn2cc(-c3ccccc3)nn2)O[C@@H]1CO)c1cnccn1 | -0.2 | -18
C[C@@H]1CN([C@@H](C)CO)C(=O)c2cc(NC(=O)c3ccncc3)ccc2O[C@H]1CN(C)Cc1ccc(Cl)c(Cl)c1 | -0.6 | -12
CS(=O)(=O)N(CC(=O)Nc1ccccc1F)c1ccc(F)cc1 | 0.1 | 6
Cc1ccc(S(=O)(=O)NC(=O)COc2cccc3ccccc23)c(C)c1 | -0.1 | 25
C[C@@H]1CN([C@@H](C)CO)C(=O)Cc2cc(NC(=O)Nc3ccc(F)cc3)ccc2O[C@@H]1CN(C)S(=O)(=O)c1cccs1 | 2.0 | x
CO[C@H](CN(C)Cc1cc(F)ccc1F)[C@H](C)CN(C(=O)Nc1ccc(F)cc1)[C@H](C)CO | -0.2 | -14
CCC(=O)Nc1ccc2c(c1)C(=O)N(C)C[C@H](OC)[C@H](C)CN(Cc1nccs1)[C@@H](C)CO2 | -0.1 | 2
COCC(=O)N(C)C[C@@H]1Oc2cc(-c3cccnc3)ccc2S(=O)(=O)N([C@@H](C)CO)C[C@@H]1C | 5.0 | 0
CC(=O)N(C)C[C@@H]1Oc2cc(C#CC(C)(C)O)ccc2S(=O)(=O)N([C@@H](C)CO)C[C@H]1C | -3.4 | 2
C/C=C/c1cnc2c(c1)C(=O)N([C@H](C)CO)C[C@H](C)[C@@H](CN(C)CC1CCOCC1)O2 | -2.8 | 8
CN(C)Cc1cn(CC[C@@H]2CC[C@@H](NS(=O)(=O)c3ccccc3)[C@H](CO)O2)nn1 | -0.1 | -7
COCC(=O)Nc1ccc2c(c1)C(=O)N(C)C[C@H](OC)[C@@H](C)CN(C(=O)c1ccccc1)[C@@H](C)CO2 | -0.1 | -5
C[C@H](CO)N1C[C@H](C)[C@H](CN(C)CC2CCCCC2)Oc2ccc(NC(=O)Cn3cnnn3)cc2C1=O | -1.3 | x
CCO[C@H]1OC(C(=O)NCc2ccccc2)=C[C@@H](C2CCCCC2)[C@@H]1CCCO | x | 1
C[C@H]1CN([C@@H](C)CO)C(=O)c2cccc(NC(=O)CCCCCC(=O)Nc3ccccc3N)c2O[C@H]1CN(C)C | x | -5
CO[C@H]1CN(C)C(=O)c2ccc(NC(=O)C3CC3)cc2OC[C@@H](C)N(C(=O)c2ccccc2F)C[C@H]1C | 0.4 | 0
CCC(=O)N1C[C@@H](C)[C@@H](OC)CN(C)C(=O)c2cc(NS(C)(=O)=O)ccc2OC[C@H]1C | 0.0 | -1
Cc1noc(C)c1NC(=O)Nc1ccc2c(c1)CC(=O)N([C@@H](C)CO)C[C@H](C)[C@@H](CN(C)Cc1ccc(C(=O)O)cc1)O2 | 0.2 | x
CO[C@H]1CN(C)C(=O)c2cc(NC(=O)C3CC3)ccc2OC[C@@H](C)N(C(=O)c2ccccc2F)C[C@@H]1C | 0.0 | -2
C[C@H](CO)N1C[C@H](C)[C@H](CN(C)Cc2ccc3c(c2)OCO3)Oc2c(NS(=O)(=O)c3cn(C)cn3)cccc2C1=O | 1.4 | x
C[C@H]1CN([C@@H](C)CO)C(=O)c2cc(NC(=O)Nc3ccc(C(F)(F)F)cc3)ccc2O[C@H]1CN(C)C(=O)Nc1ccccc1 | 0.0 | x
COC(=O)c1ccc2c(=O)n(CCCN3CCOCC3)c(=S)[nH]c2c1 | 0.4 | -17
C[C@@H]1CN([C@@H](C)CO)C(=O)c2cccc(NC(=O)c3ccncc3)c2O[C@@H]1CN(C)C(=O)Nc1ccc2c(c1)OCO2 | -0.6 | x
COc1ccc(CNC(=O)C[C@H]2C[C@@H]3c4cc(NC(=O)NC5CCCC5)ccc4O[C@@H]3[C@H](CO)O2)cc1 | -0.5 | -4
C[C@@H]1CN([C@H](C)CO)C(=O)c2cc(NS(C)(=O)=O)ccc2O[C@@H](C)CCCCO[C@@H]1CN(C)S(=O)(=O)c1cccs1 | 0.9 | x
CO[C@@H]1CN(C)C(=O)c2ccc(NC(=O)c3ccccc3)cc2OC[C@H](C)N(C(=O)C2CC2)C[C@H]1C | x | 8
Cc1ccc(S(=O)(=O)N(C)C[C@H]2Oc3c(NC(=O)NC(C)C)cccc3C(=O)N([C@@H](C)CO)C[C@H]2C)cc1 | 3.5 | -6
C[C@@H]1CN([C@@H](C)CO)C(=O)Cc2cc(NC(=O)Nc3ccccc3)ccc2O[C@@H]1CN(C)C(=O)NC1CCCCC1 | 0.9 | 15
Cc1noc(C)c1NC(=O)Nc1ccc2c(c1)C(=O)N([C@@H](C)CO)C[C@H](C)[C@H](CN(C)C(=O)NC(C)C)OCCCC[C@H](C)O2 | -0.2 | x
O=C(N[C@@H]1CC[C@H](CCn2cc(Cc3ccccc3)nn2)O[C@@H]1CO)c1ccccn1 | -0.6 | -3
C[C@@H]1CN([C@H](C)CO)S(=O)(=O)c2ccc(C#CCC3CCCC3)cc2O[C@H]1CN(C)C(=O)c1ccccn1 | 0.2 | 2
Cc1ccc(S(=O)(=O)N(C)C[C@H]2Oc3c(NC(=O)NC(C)C)cccc3C(=O)N([C@H](C)CO)C[C@H]2C)cc1 | -0.3 | -9
C[C@H](CO)N1C[C@H](C)[C@H](CN(C)S(=O)(=O)c2ccccc2)Oc2ccc(NS(=O)(=O)c3ccc(F)cc3)cc2CC1=O | 1.1 | x
CS(=O)(=O)N(CC(=O)Nc1ccccc1C(F)(F)F)c1cc(Cl)c(Cl)cc1Cl | 0.2 | 0
Cc1noc(C)c1NC(=O)Nc1ccc2c(c1)C(=O)N([C@@H](C)CO)C[C@@H](C)[C@@H](CN(C)C(=O)NC(C)C)O2 | 1.9 | x
COc1ccccc1S(=O)(=O)N[C@@H]1CC[C@H](CCNC(=O)C2CCCCC2)O[C@@H]1CO | -0.2 | 7
O=C(C[C@@H]1C=C[C@@H](NC(=O)c2ccc3c(c2)OCO3)[C@H](CO)O1)NCc1ccc(F)cc1 | 0.0 | 1

An excerpt of these results, with two lines to a compound:
Sequence of screens – IDH1 R132H inh, EZH2 inh
CCO[C@@H]1OC(C(=O)NC2CC2)=C[C@H](c2ccc(C(F)(F)F)cc2)[C@H]1CCCO
    x, -11
CO[C@H]1CC[C@@H]2CCOc3c(C#N)cccc3C(=O)N(C)[C@@H](C)C(=O)N(C)C[C@H]1O2
    -0.2, -3
C[C@@H]1CN([C@H](C)CO)C(=O)CCCn2nncc2CO[C@H]1CN(C)S(=O)(=O)c1ccc(Oc2ccccc2)nc1
    1.3, x

Next section:
SMILES | IDH1 R132H inh | EZH2 inh
C[C@@H]1CN([C@H](C)CO)C(=O)Cc2cc(NS(=O)(=O)c3ccccc3)ccc2O[C@H]1CN(C)C(=O)Nc1ccc(F)cc1 | 0.1 | x
O=C(C[C@@H]1CC[C@@H](NC(=O)C2CC2)[C@@H](CO)O1)NCC1CC1 | 0.6 | 4
CCn1c(SCC(=O)Nc2cccc(OC)c2)nc2scc(-c3ccccc3)c2c1=O | 0.6 | 25
C[C@H](CO)N1C[C@H](C)[C@@H](CN(C)Cc2ccncc2)OCc2cn(nn2)CCCC1=O | 3.3 | 2
O=C(COc1cc(Cl)c(Cl)cc1Cl)Nc1ccccc1[N+](=O)[O-] | -0.1 | -5
Cc1onc(-c2ccccc2)c1-c1ccc(S(N)(=O)=O)cc1 | -0.2 | -1
Cc1ccc(S(=O)(=O)N(C)C[C@@H]2Oc3c(NC(=O)Nc4ccc(C(F)(F)F)cc4)cccc3C(=O)N([C@H](C)CO)C[C@@H]2C)cc1 | 1.6 | x
CO[C@H]1CN(C)C(=O)c2cc(NC(=O)c3nc4ccccc4s3)ccc2OC[C@H](C)N(Cc2cccnc2)C[C@@H]1C | -0.4 | -4
C[C@@H](O)C#Cc1ccc2c(c1)O[C@H](CN(C)Cc1ccccc1)[C@@H](C)CN([C@@H](C)CO)S2(=O)=O | -0.6 | -8
COCC#Cc1ccc2c(c1)O[C@@H](CN(C)S(=O)(=O)c1cccc(F)c1)[C@H](C)CN([C@H](C)CO)S2(=O)=O | -0.6 | 7
O=C(NCC[C@@H]1CC[C@H](NS(=O)(=O)c2ccc(F)cc2)[C@H](CO)O1)Nc1ccc(F)cc1 | 0.3 | -15
O=C(C[C@H]1CC[C@@H](NS(=O)(=O)c2ccccc2F)[C@H](CO)O1)NCCCN1CCOCC1 | 0.0 | 1
C[C@@H]1CN([C@H](C)CO)C(=O)c2cc(-c3ccccc3F)cnc2O[C@H]1CN(C)Cc1cccc(F)c1 | -4.7 | -6
C[C@H](CO)N1C[C@H](C)[C@H](CN(C)C(=O)Nc2ccccc2)OCCCC[C@H](C)Oc2ccc(NC(=O)Nc3ccc(F)cc3)cc2C1=O | 1.2 | x
CO[C@H]1CN(C)C(=O)c2ccc(NC(=O)c3cc(C)on3)cc2OC[C@H](C)N(CC2CC2)C[C@@H]1C | 0.1 | 26
C[C@H](CO)N1C[C@H](C)[C@@H](CN(C)Cc2ccc(-c3ccccc3)cc2)Oc2ccc(NS(=O)(=O)c3ccccc3)cc2C1=O | 0.3 | x
O=C(NCC[C@H]1CC[C@H](NC(=O)C2CC2)[C@H](CO)O1)c1cnccn1 | 0.3 | -3
CCC(=O)N(C)C[C@@H]1Oc2ncc(C#CC3(O)CCCC3)cc2C(=O)N([C@@H](C)CO)C[C@H]1C | 0.0 | x
C[C@@H]1CN([C@@H](C)CO)C(=O)c2cc(NC(=O)c3ccncc3)ccc2O[C@@H]1CN(C)Cc1ccncc1 | -0.2 | 10
CC(C)NC(=O)N(C)C[C@H]1Oc2ncc(-c3cncnc3)cc2C(=O)N([C@@H](C)CO)C[C@@H]1C | -3.0 | 4
C[C@@H]1CN([C@H](C)CO)C(=O)c2cccc(NC(=O)CCCCCC(=O)Nc3ccccc3N)c2O[C@@H]1CN(C)CC1CC1 | -0.2 | 9
C=CCC/C=N/NC(=O)CCCCCC(=O)O | -0.1 | -22
CNC[C@H]1Oc2c(NC(=O)NC3CCCCC3)cccc2C(=O)N([C@@H](C)CO)C[C@H]1C | 0.1 | -8
C[C@@H]1CN([C@H](C)CO)S(=O)(=O)c2ccc(C3=CCCCC3)cc2O[C@@H]1CN(C)S(=O)(=O)c1cn(C)cn1 | -1.6 | 2
CCn1cc(C(C)NC(=O)Nc2ccccc2C(=O)OC)c(C)n1 (centres undefined) | 1.3 | x
C[C@H](CO)N1C[C@H](C)[C@@H](CN(C)C(=O)c2cnccn2)Oc2ncc(-c3cccc(C#N)c3)cc2C1=O | x | 0
C[C@H]1CN([C@@H](C)CO)S(=O)(=O)c2ccc(C3=CCCCC3)cc2O[C@H]1CN(C)C(=O)C1CCC1 | x | 1
COc1cccc(NC(=O)N[C@@H]2CC[C@H](CC(=O)Nc3ccccc3)O[C@H]2CO)c1 | 0.0 | -3
Cc1ccc(S(=O)(=O)N(C)C[C@H]2OCCCC[C@@H](C)Oc3ccc(NS(=O)(=O)c4ccccc4)cc3C(=O)N([C@H](C)CO)C[C@@H]2C)cc1 | 2.7 | x
COCc1cn(CC[C@H]2CC[C@H](NC(=O)CCN3CCCCC3)[C@@H](CO)O2)nn1 | -0.3 | 20
COc1ccc(NC(=O)Nc2cccc3c2O[C@@H](CN(C)S(C)(=O)=O)[C@@H](C)CN([C@H](C)CO)C3=O)cc1 | -1.2 | x
CNC[C@@H]1Oc2ncc(-c3cncnc3)cc2C(=O)N([C@@H](C)CO)C[C@H]1C | 2.7 | -5
O=S(=O)(NCC[C@@H]1CC[C@H](NS(=O)(=O)c2cccc(Cl)c2)[C@H](CO)O1)c1cccc(F)c1 | -0.1 | 8
